Nrf2 activator: activators of Nrf2 (ARE) signaling. 0.31% of 410,000 active. Potency, µM (doses to about 46.1 µM), without a hit: at the highest dose activation, usual class: activators. AREc32 ARE-luciferase reporter (MCF7-derived line), luminescence, 24 h; further: potency means the concentration at half of the fitted maximal effect; % of control where 0% means no effect; nearly all actives have a fitted effect of over 65% in size
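ARE activation measured as luciferase luminescence (Steady-Glo, 30 min RT) in AREc32_Fluc cells after 24 hr compound exposure at 37 deg C, 5% CO2; cells seeded overnight at 1000/well in OPTI-MEM, 5% FBS.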
TGFb inhibitor: blocks TGF-b signaling; HepG2 CAGA-GFP TGF-b/SMAD3 reporter, GFP fluorescence, 18 h; TGF-beta stimulated, 500 pg/mL final; Potency, µM (highest dose often 46.1 µM), without a hit: at the top dose activity, negative = inhibition, most hits filed as inhibitors; 1.2% of 410,000 active; further: potency means the concentration at half of the fitted maximal effect; on the % scale 0 is the no-effect control and ±100 the full control effect; nearly all actives have a fitted effect of over 65% in size
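Smad-responsive CAGA-GFP expression was quantified in HEPG2 cells exposed to compounds and 500 pg/mL final TGF-beta for 18 h at 37 degrees C; unstimulated wells defined full inhibition.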
HepG2 tox: HepG2 cytotoxicity, counter-screen for TGF-b inhibitors; HepG2 CAGA-GFP viability, ATP luminescence, 18 h; Potency, µM (top dose mostly 46.1 µM), for inactives: top-dose activity change, negative = cytotoxicity, most hits filed as cytotoxic; 0.76% of 410,000 active; further: potency means the concentration at half of the fitted maximal effect; some results filed as inactive show a strong effect at the top dose
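HepG2 CAGA-GFP cells (1000/well, DMEM with 1% FBS) received compound, then TGF-beta at 500 pg/mL final, and were incubated 18 hours at 37 degrees C. Viability was read by CellTiter-Glo luminescence. Media-only wells were set as complete cell-killing and DMSO as no toxicity.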
ATXN2 expr inh: inhibitors of ATXN2 expression; HEK-293 ATXN2-luciferase reporter, luminescence, 24 h; Potency, µM (titrated, usually from 57 µM), for the others: at the highest dose activity change, negative = inhibition, most hits filed as inhibitors; 0.72% of 360,000 active; AID 1745845; further: potency means the concentration at half of the fitted maximal effect; on the % scale 0 is the no-effect control and ±100 the full control effect; nearly all actives have a fitted effect of over 55% in size
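qHTS (up to 57 uM final) was run with 24 h compound exposure of reporter cells at 37 °C. Each well was multiplexed: SteadyGlo luminescence measured ATXN2-luciferase expression after a fluorogenic Gly-Phe-AFC viability readout (25 uM final).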
IL1B secr inh: inflammasome signaling inhibition, IL-1 beta readout. THP-1 LPS/ATP IL-1B secretion, AlphaLISA, 16 h; hits give low values. activity change, % at 57.5 µM. 4.7% of 360,000 active; in the data active means activity change below about -50%; inconclusive means mostly about -30% to -49%; further: on the % scale 0 is the no-effect control and ±100 the full control effect
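Secreted IL-1B measured by AlphaLISA bead assay after 16 h compound exposure of THP-1 cells; compounds (final up to 57.5 uM) added 1 h before LPS (250 ng/mL) and ATP (1.25 mM) stimulation; lower signal means less secretion.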
Nrf2 block: blocks Nrf2 signaling. A549 ARE-Fluc reporter, luciferase luminescence, 18-24 h. AID 504444. Potency, µM (series often up to 46 µM), for inactives: top-dose activity change, negative = inhibition, actives largely listed as inhibitors. 2.1% of 360,000 active; further: potency means the concentration at half of the fitted maximal effect; on the % scale 0 is the no-effect control and ±100 the full control effect; nearly all actives have a fitted effect of over 60% in size
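Two sequential reads on A549 ARE_Fluc cells exposed to compound for 18-24 h: a CellTiter-Fluor fluorescence read for viability, then a luciferase luminescence read for Nrf2/ARE activity.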
MCF10A rerep: inducers of DNA re-replication in MCF 10A breast cells; MCF 10A DNA re-replication, Hoechst nuclear intensity, 48 h; Potency, µM (highest dose often 46.1 µM), for the others: at the top dose activity, positive = re-replication, usual class: activators; 2.9% of 350,000 active; further: potency means the concentration at half of the fitted maximal effect; % of control where 0% means no effect; nearly all actives have a fitted effect of over 50% in size
S2 tox: reduces viability in counter-screen for ATXN expression inhibitors; S2 cells (HEK-293 line with an ATXN2-luciferase reporter) viability, CellTiter-Fluor protease fluorescence, 24 h; Potency, µM (doses to about 56.7 µM), usual class: cytotoxic; 0.49% of 400,000 active; AID 651635; further: potency means the concentration at half of the fitted maximal effect; nearly all actives have a fitted effect of over 40% in size
A549 viability: kills or reduces viability of A549 cells in Nrf2 counter-screen; A549 ARE-Fluc cells, CellTiter-Fluor viability, 18-24 h; Potency, µM (titrated, usually from 46 µM), inactives show at the top dose activity change, negative = cytotoxicity, most hits filed as inhibitors; 0.16% of 390,000 active; further: potency means the concentration at half of the fitted maximal effect; on the % scale 0 is the no-effect control and ±100 the full control effect
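Cytotoxicity counterscreen: CellTiter-Fluor fluorescence was measured in A549 ARE_Fluc cells after 18-24 h of compound exposure in a concentration series. The subsequent BugLite luminescent read reports ARE-luciferase activity.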
Numbers without * were called inactive; i = inactive; ? = inconclusive; nt = no result given; & = joins results of further samples; [ ] = remark or other dose. Unless noted, the call rests on the fitted dose curve; in most records, active means well fitted curve in the direction sought with a large enough effect; inconclusive means small, poorly fitted or top-dose-only effect, or another doubt; inactive means no such curve, though single readings can be large; an effect the other way counts as inactive or inconclusive.

Compound	Nrf2 activator	TGFb inhibitor	HepG2 tox	ATXN2 expr inh	IL1B secr inh	Nrf2 block	MCF10A rerep	S2 tox	A549 viability
CN1CCN(c2ccc(Cl)cc2NC(=O)c2cccc(S(=O)(=O)N(C)C)c2)CC1	2.2%	16%	-44%	-21%	-17	12%	7%	i	-2%
COC(=O)C(C)NC(=O)c1cn(-c2ccccc2OC)c(=O)c2ccccc12 (stereo unspecified)	0.4%	10%	-29%	nt	38	6%	-5%	i	17%
Cc1ccc(S(=O)(=O)N(C)/C(=N/S(=O)(=O)c2ccccc2)c2ccccc2)cc1	-0.4%	-5%	-20%	14%	-7	-25%	-3%	?	-11%
CCOc1ccc(NC(=O)CC2C(=O)N(c3ccccc3)C(=O)N2Cc2ccc3c(c2)OCO3)cc1 (stereo unspecified)	0.3%	-28%	-25%	13%	nt	4%	nt	?	-4%
Cc1cccc(OCC(=O)O/N=C(\N)c2ccccn2)c1C	-0.1%	-29%	-4%	53%[activator]	-3	10%	?	i	7%
Cc1ccc(C(=O)CC(C(=O)O)n2cccn2)cc1 (stereo unspecified)	0.0%	1%	12%	8%	20	2%	10%	i	-4%
COc1cc(NC(=O)c2ccc3c(c2)OCO3)ccc1NC(=O)c1cccs1	2.8%	-3%	-4%	nt	0	?	-7%	i	-10%
O=C1Cc2cc(S(=O)(=O)N3CCCCC3)cc3c2N1CCC3	0.9%	-11%	6%	nt	nt	nt	nt	nt	-6%
CN(C)c1ccc(/C=C(\NC(=O)c2ccccc2)C(=O)NCCCN2CCOCC2)cc1	0.3%	-3%	0%	9%	-1	-11%	6%	i	-16%
c1ccc(N2CCN(c3nc4ccccc4n4cnnc34)CC2)cc1	3.5%	-7%	-30%	2%	11	?	-6%	i	-2%
O=C1Oc2ccccc2C2(O)C3CCCCCC3C12 (stereo unspecified)	0.2%	25%	4%	0%	-2	-7%	9%	i	4%
CN(C)/C=C1\C(=O)NN=C1C(F)(F)F	-0.1%	8%	-8%	-16%	-1	2%	8%	i	1%
O=C(O)C1CSC(c2ccc(O)c([N+](=O)[O-])c2)N1 (stereo unspecified)	-0.2%	0%	0%	-15%	-4	6%	-9%	i	-19%
COc1ccc(C(=O)Nc2cc(C)nc3ccccc23)cc1OC	0.1%	-3%	4%	6%	0	-28%	14%	i	0%
Cc1ccc(CNC(=O)c2sccc2-n2cccc2)cc1	?	-2%	-6%	0%	-9	-8%	?	i	5%
CCOc1ccccc1N1CCN(C(=O)c2cc[n+]([O-])cc2)CC1	-0.6%	-4%	-2%	-19%	1	-5%	-3%	i	-1%
COc1ccc(C(=O)Nc2ccc(-n3nncc3-c3ccccc3)cc2)cc1OC	0.4%	13%	-2%	nt	nt	nt	nt	nt	-10%
O=c1oc2cc(O)ccc2cc1-c1nc2c(s1)CCc1ccccc1-2	6.3%	356%[activator]	-7%	-21%	17	-7%	?	nt	?
Cc1cc([N+](=O)[O-])nn1CC(=O)NCc1ccco1	-1.5%	4%	-1%	-2%	10	1%	1%	i	2%
CCOC(=O)CSc1nc2ccccc2c(=O)n1Cc1ccco1	10.0%	-17%	-2%	-11%	16	4%	-1%	i	?
O=C(O)C1CCN(C(=O)COc2ccc3c4c(c(=O)oc3c2)CCC4)CC1	0.1%	0%	4%	-7%	9	4%	1%	i	0%
Cn1c(=O)[nH]c2ccc([N+](=O)[O-])nc21	-0.2%	9%	2%	1%	-1	9%	1%	i	2%
CN(C)CC(O)COc1ccc(C(C)(C)c2ccc(OCC(O)CN(C)C)cc2)cc1 (stereo unspecified)	2.5%	-13%	-46%	-33%	?	-12%	?	?	?
CC1CN(C(=O)c2ccc3c(c2)OCO3)CC(C)O1 (stereo unspecified)	-0.4%	13%	11%	-11%	15	-1%	2%	i	-5%
CCCNC(=O)NC(=O)COC(=O)c1oc2ccc(OCC)cc2c1C	1.7%	?	-30%	-1%	18	nt	19%	i	2%
CC(=O)c1ccccc1NC(=O)CCCNC(=O)c1ccc(Cl)cc1	8.0%	6%	-1%	0%	18	-5%	-14%	i	8%
COc1cc(OC)c(-c2cc(C(=O)NCc3ccc(F)cc3)c3c(-c4ccccc4)[nH]nc3n2)cc1OC	-1.4%	?	11µM*	?	nt	nt	nt	nt	?
O=c1c(-c2n[nH]c(=S)o2)cccn1Cc1ccccc1	-0.3%	?	-64%	-4%	-3	21%	-2%	i	6%
O=c1[nH]cc(C=NNc2ccccc2)c(=O)[nH]1	-0.1%	-3%	-30%	?	28	nt	nt	?	nt
CCn1cc(CN2CCCC(C(=O)Nc3ccc(-c4cscn4)cc3)C2)c(C)n1 (stereo unspecified)	0.2%	15%	-4%	-15%	5	5%	0%	i	3%
CCc1cccc(NC(=S)N(CCCOC(C)C)C2CCN(C(C)=O)CC2)c1	-0.1%	-1%	-6%	-9%	9	2%	-1%	i	2%
CCOC(=O)Cn1c(=O)oc2cc(S(=O)(=O)N(C)Cc3ccco3)ccc21	-0.6%	-2%	-8%	2%	0	18%	4%	i	-3%
COc1cc(C(=O)NNC(=O)c2ccco2)cc(OC)c1OC	-0.6%	8%	10%	-6%	10	9%	-1%	i	3%
CCNc1sc(C(=O)c2cccs2)c(N)c1C#N	18%	4%	-22%	9%	-27	nt	26%	i	?
COc1cc(NC(=S)NC(=O)c2ccccc2F)ccc1NC(=O)c1cccs1	0.2%	-8%	-4%	9%	?	?	-2%	i	-1%
CCOC(=O)C1(Cc2ccccc2C(F)(F)F)CCN(C(C)CCn2cccn2)CC1 (stereo unspecified)	0.3%[9.22 µM]	-9%	-19%	?	-79*	?	3%	i	?
COc1ccc([C@H]2/C=C\CN(S(=O)(=O)c3ccc(C)cc3)[C@@H](C)C(=O)N2Cc2ccc(F)cc2)cc1	0.2%	?	3%	-2%	26	-6%	21%	i	2%
Cn1nnnc1SCC(=O)Nc1nc2c(s1)CCCC2	2.8%	-10%	4%	4%	15	?	-13%	i	-4%
CC(C)NC(=O)c1ccccc1NC(=O)C(C)Oc1ccccc1 (stereo unspecified)	0.3%	10%	3%	-10%	-2	-15%	9%	i	3%
Cc1cc(N=Nc2ccc(C)c(N=Nc3cc(C)c(N)cc3N)c2)c(N)cc1N	-0.8%	-1%&-1%	-2%&-3%	nt	-17	?	?	nt	?
COC(=O)c1ccccc1NC(=O)/C=C/c1cc(OC)c(OC)c(OC)c1	2.6%	2%	-10%	-4%	-85*	nt	?	i	0%
O=C(Oc1c(CN2CCOCC2)cc(Cl)c2cccnc12)c1ccccc1Cl	?	?	3.5µM*	?	-91*	-23%	?	?	-24%
O=C(Nc1nc2c(Br)cccc2s1)C1CC1	16%	?	-18%	-1%	?	-18%	?	?	-11%
COc1ccc(-c2c(C#N)c(SCC(=O)Nc3ccccc3C)nc(C)c2C(=O)Nc2ccc(Cl)cc2)cc1	2.3%	?	-4%	10%	nt	1%	nt	i	-3%
CC(=O)c1cc(C(=O)Nc2cc(C)cc(C)c2)c2ccccn12	3.4%	7%	-44%	8%	nt	23%	nt	i	0%
CCCOC(=O)C(C)n1c(-c2ccccc2)nc2ccccc2c1=O (stereo unspecified)	-0.9%	1%	-6%	-9%	6	4%	1%	i	6%[1.84 µM]
CC(C)n1cc(CN2CCC(Oc3ccc(C(=O)N4CCCC4)cc3)CC2)cn1	0.1%	-2%	1%	-3%	i	?	2%	i	-6%
COc1ccc([C@@H]2[C@@H]3C(=O)N(C(C)(C)C)C(=O)[C@@H]3[C@]3(C)C(=O)N(c4cccc(F)c4)C(=O)N23)cc1	-0.3%	?	-3%	6%	21	3%	6%	i	-2%
c1ccc(-c2cn3c(n2)-c2ccccc2C3)cc1	3.1%	-20%	-64%	0%	-7	?	12%	?	-11%
COC(=O)c1ccc(CSc2nnc(CNC(=O)COc3ccc(Cl)cc3)o2)o1	-0.6%	-13%	3%	-3%	-11	5%	0%	i	-1%

Complete entries, quoted from the list:
Entry for `CC(=O)c1ccccc1NC(=O)CCCNC(=O)c1ccc(Cl)cc1` → Nrf2 activator = 8.0%; TGFb inhibitor = 6%; HepG2 tox = -1%; ATXN2 expr inh = 0%; IL1B secr inh = 18; Nrf2 block = -5%; MCF10A rerep = -14%; S2 tox = i; A549 viability = 8%
Entry for `O=c1c(-c2n[nH]c(=S)o2)cccn1Cc1ccccc1` → Nrf2 activator = -0.3%; TGFb inhibitor = ?; HepG2 tox = -64%; ATXN2 expr inh = -4%; IL1B secr inh = -3; Nrf2 block = 21%; MCF10A rerep = -2%; S2 tox = i; A549 viability = 6%

(continued)
Compound	Nrf2 activator	TGFb inhibitor	HepG2 tox	ATXN2 expr inh	IL1B secr inh	Nrf2 block	MCF10A rerep	S2 tox	A549 viability
O=C(NCc1cccs1)c1cc(-c2cccs2)on1	2.7%	-7%	-5%	9%	0	?	5%	i	-8%
CCOC(=O)N1CCC(N2Cc3cccc(C(=O)Nc4ccc(F)cc4)c3C2=O)CC1	-0.5%	3%	-22%	-8%	1	-7%	4%	i	-12%
CCOc1ccc(NC(=O)CSc2nc3ccccc3c(=O)n2CCC(=O)NC2CCCCC2)cc1	0.3%	-7%	-3%	10%	nt	nt	nt	i	11%
CNc1nc(SC(C)C(=O)Nc2ccc(Cl)c(Cl)c2)nc(N2CCOCC2)n1 (stereo unspecified)	-0.4%	20%	2%	-20%	23	9%	10%	i	-1%
CC1CC(C)CN(C(=O)CCc2nnc3ccc(N4CCCCC4)nn23)C1 (stereo unspecified)	0.1%	-3%	3%	-7%	-10	0%	1%	i	-2%
CCOC(=O)Cc1csc(N/N=C\c2cccc(Br)c2)n1	2.3%	5%	-5%	4%	22	-19%	14%	i	0%
COc1cc(Cl)c(CN2CCC(CO)(CCOc3ccccc3)CC2)cc1OC	-0.5%	-23%	-40%	-11%	?	3%	?	i	-1%

Source: PubChem BioAssay (National Center for Advancing Translational Sciences (NCATS))
